# Compound activity deposited in PubChem by several laboratories.
# STAT1 act: increases IFN-gamma driven STAT1 reporter signal; AID 932; activation (% of control), % at 5.5 µM; 200,000 compounds, 2.6% hits; NIH 3T3 STAT1-luciferase reporter, luminescence; 100% = IFN-gamma alone, no compound;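 active = activation above the screen-wide mean activation plus 3 SD, cut at about 130% in these data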;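 note: raw ratio to IFN-gamma control signal so 100% means no change and 0% no light; values of inactives mirror those of a sister screen read the other way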
# STAT1 inh: inhibitors of IFN-gamma induced STAT1 signaling; NIH 3T3 STAT1-luciferase reporter, luminescence; inhibition, % at 5.5 µM; 200,000 compounds, 0.35% hits; AID 920;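 active = inhibition above a set limit, the mean inhibition across all tested compounds plus 3 SD, cut at about 34% in these data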;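 note: 0% = IFN-gamma with DMSO and 100% = IFN-gamma with 300 µM nifuroxazide; values of inactives mirror those of a sister screen read the other way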
# ROMK mod: modulates human ROMK potassium channel activity | P48048 | Tet-inducible ROMK, thallium flux fluorescence; actives lie on both sides | B-score at 10 µM | 130,000 compounds, 2% hits | AID 1918;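 active = signal ratio slope over the read window, or its plate-corrected B-score, at least 3 SD from the plate mean, either direction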;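 note: B-score of the F/F0 ratio slope over 7 to 12 s after thallium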
# Target sequence (P48048 whole entry, looked up): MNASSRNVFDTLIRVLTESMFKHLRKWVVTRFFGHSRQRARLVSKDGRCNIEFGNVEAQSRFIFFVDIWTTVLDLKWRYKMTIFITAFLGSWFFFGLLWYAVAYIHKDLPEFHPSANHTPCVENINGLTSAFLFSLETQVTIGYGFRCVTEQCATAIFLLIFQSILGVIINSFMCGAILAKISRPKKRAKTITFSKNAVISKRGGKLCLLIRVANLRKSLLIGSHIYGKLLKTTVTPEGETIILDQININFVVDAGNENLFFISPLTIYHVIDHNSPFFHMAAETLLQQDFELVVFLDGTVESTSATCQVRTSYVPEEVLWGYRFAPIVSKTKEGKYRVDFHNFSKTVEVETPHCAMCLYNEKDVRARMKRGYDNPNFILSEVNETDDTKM
# FLuc inhib CS: inhibits firefly luciferase, flagging false hits in luciferase inhibition screens. P08659. ATPLite firefly luciferase biochemical luminescence, 10 min. inhibition, % at 10 µM. 200,000 compounds, 1.5% hits. AID 1006;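 active = inhibition above about 50% when tested at 10 µM, limit read from the data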
# Target sequence (P08659 whole entry, looked up): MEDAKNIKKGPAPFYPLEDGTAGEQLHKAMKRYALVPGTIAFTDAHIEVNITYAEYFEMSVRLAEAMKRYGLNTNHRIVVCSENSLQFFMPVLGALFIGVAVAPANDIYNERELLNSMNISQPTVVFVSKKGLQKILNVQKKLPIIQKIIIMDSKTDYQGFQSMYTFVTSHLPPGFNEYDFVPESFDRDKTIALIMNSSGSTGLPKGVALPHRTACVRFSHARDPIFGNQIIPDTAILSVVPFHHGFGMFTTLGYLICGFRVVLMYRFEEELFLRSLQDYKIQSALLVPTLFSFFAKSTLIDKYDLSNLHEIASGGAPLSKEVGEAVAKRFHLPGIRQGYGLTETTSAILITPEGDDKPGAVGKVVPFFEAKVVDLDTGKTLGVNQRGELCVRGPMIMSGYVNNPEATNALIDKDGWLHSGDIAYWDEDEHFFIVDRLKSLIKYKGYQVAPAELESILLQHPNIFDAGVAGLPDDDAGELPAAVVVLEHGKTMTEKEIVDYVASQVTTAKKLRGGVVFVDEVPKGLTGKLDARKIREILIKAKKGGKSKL
# FLuc stim CS: affects firefly luciferase, flagging false hits in luciferase stimulation screens; ATPlite luciferase biochemical, luminescence, 10 min; 0 = ATP-free wells, 1 = DMSO control; AID 1027; activation factor at 10 µM; 200,000 tested, under 10 active;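 active = luciferase activation factor, scaled between plate controls, of at least 2 with compound at 10 µM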
#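 Material: Luciferase/luciferin reagent mix; Doses: test compounds dosed from 2 mM stocks in 100% DMSO; Schedule: 10 min incubation after luciferase reagent addition, room temperature; Measured by: luminescence from luciferase reaction; Read-out: luminescence gain marking luciferase activators.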
# APP 5UTR inh: APP translation inhibition | SH-SY5Y APP 5'UTR-luciferase reporter, luminescence | inhibition, % at 2 µM | 190,000 compounds, 0.82% hits;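 active = inhibition above a set limit, derived from the sample mean plus 3 SD, cut at about 45% in these data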; note: values of inactives mirror those of a sister screen read the other way
# STAT3 blocker: STAT3 signaling inhibition | U3A cells, IL-6 STAT3-luciferase reporter, luminescence; host cell line lacks STAT1 | 190,000 compounds, 0.89% hits | inhibition, % at 5.5 µM;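 active = inhibition above the mean inhibition across all screened compounds plus 3 SD, cut at about 44% in these data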;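 note: 0% = DMSO only wells and 100% = 100 µM nifuroxazide control wells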
# APP 5'UTR act: APP 5'UTR luciferase reporter activation; 190,000 compounds, 1% hits; activation, % at 2 µM; SH-SY5Y APP 5'UTR luciferase reporter, luminescence; zero percent = DMSO vehicle wells;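 active = activation above a set limit, based on mean plus 3 SD of controls, cut at about 140% in these data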; note: values of inactives mirror those of a sister screen read the other way
# STAT3 activator: activators of IL-6 induced STAT3 signaling. U3A cells, IL-6 STAT3-luciferase reporter, luminescence; 100% = signal with IL-6 EC80 alone. activation (% of control), % at 5.6 µM. 190,000 compounds, 0.91% hits;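 active = activation above the screen-wide mean of compound activation plus 3 SD, cut at about 130% in these data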;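 note: 0% = background luminescence of wells with medium and substrate only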
#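 Test system: Human STAT1-deficient U3A cells with stable STAT3-luciferase reporter | Also added: Interleukin-6, 33 ng/mL | Timing: Compound pre-incubation 1 h before IL-6, then 6 h stimulation at 37 °C | Technique: Luciferase reporter luminescence | Read-out: Percent of IL-6-only median luminescence | Benchmarks: IL-6-only wells as 100% reference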
# NF-kB expr up: NF-kB expression increase, human neuronal cells; fold change at 12.5 µM; AID 1239; 190,000 compounds, 1.6% hits; NF-kB reporter expression; hits give high values; in the data active = fold change above about 3.3
# Numbers without * were called inactive; . = not tested or not shown. These rows are one share of the data (hit frequency here may not be typical).
# The line under a structure holds: FLuc inhib CS	ROMK mod	STAT3 blocker	FLuc stim CS	STAT1 inh	STAT1 act	APP 5'UTR act	APP 5UTR inh	NF-kB expr up	STAT3 activator
- CC(CN1CCOCC1)OC(=O)Cc1ccccc1 (stereo not given)
→ 0	0.4	-2	1	6	94	17	-17	1.2	107
- O=C(CF)NC(Nc1cccc2cccnc12)C(Cl)(Cl)Cl (stereo not given)
→ -4	.	3	1	5	96	-11	11	0.98	102
- CCOc1ccc2c(c1)c(C(C)=O)c(C)n2Cc1ccco1
→ -4	-1.5	6	1	3	96	-22	22	1.2	97
- O=C(C1CCC(=O)N1C1CCCCC1)N1CCC2(CC1)OCCO2 (stereo not given)
→ 0	.	6	1	-2	101	-10	10	0.94	100
- Cc1noc(C)c1C(=O)N1CCC2(CC1)OCCO2
→ -10	3.1*	-1	1.1	1	99	6	-6	1	104
- CC(=O)c1ccc2c(c1)C1C(Cl)C(Sc3ccccc3[N+](=O)[O-])CC1C(C(=O)O)N2 (stereo not given)
→ 6	.	28	0.9	8	93	-9	9	0.87	78
- O=Cc1cn(Cc2ccc(F)cc2)c2ccccc12
→ -2	-1.1	4	1	13	87	-6	6	1	98
- Cc1ccc2c(c1)C1CN(C)CCC1N2C(=S)Nc1cccnc1 (stereo not given)
→ -4	0.14	14	1	7	94	5	-5	0.96	96
- CC(=O)C1C2c3ccccc3OC1(C)N=c1s/c(=C/c3cn(C)nc3C)c(=O)n12 (stereo not given)
→ -3	-0.12	9	1	11	90	15	-15	1.1	94
- COc1ccc(NC2=NCC(C)S2)cc1 (stereo not given)
→ -3	-0.11	6	1	-6	104	0	0	1.3	100
- Cc1[nH]c2ccccc2c1C(=O)CN1CC=C(c2ccccc2)CC1
→ -10	-0.27	-1	1.1	-9	108	0	0	0.93	109
- C=CCC1C(=O)NC(=S)NC1=O
→ 1	-0.41	5	1	7	93	0	0	1.2	97
- O=P(N1CCCCC1)(N1CCCCC1)C(Cl)(Cl)Cl
→ -4	.	2	1	4	97	8	-8	1.1	100
- CCC(C)C12CN3CCN(CC(C)(C3)C1O)C2 (stereo not given)
→ -5	-0.002	4	1.1	-8	106	-5	5	1	98
- CCC(=NCCc1c[nH]c2ccccc12)c1c(O)n(-c2ccc(C)cc2)c(=O)[nH]c1=O
→ -5	-1.6	-3	1	6	95	1	-1	1.1	103
- COc1c(C)cc(C(=O)C2CCCN(Cc3ccccn3)C2)cc1C (stereo not given)
→ -1	-0.63	14	1	10	90	16	-16	1.1	92
- CC(=NCc1ccc2c(c1)OCO2)c1c(O)[nH]c(=O)[nH]c1=O
→ -6	1.3	2	1.1	4	97	-8	8	1.2	101
- CC(C)C/C(=N/O)c1cn(C)c2ccccc12
→ -7	-0.97	-2	1.1	-9	107	26	-26	1.2	113
- CCC1(CC)C(=O)N(Cc2ccccc2)C(=O)N(Cc2ccccc2)C1=O
→ -4	1.7	4	1	7	93	20	-20	1.1	102
- O=C(COc1ccccc1)Nc1ccc(Cl)cc1C(=O)c1ccccc1
→ -12	.	-2	1.1	6	94	-12	12	1	101

# In a second layout: 2 of the compounds above
canonical_smiles	FLuc inhib CS	ROMK mod	STAT3 blocker	FLuc stim CS	STAT1 inh	STAT1 act	APP 5'UTR act	APP 5UTR inh	NF-kB expr up	STAT3 activator
CC(=NCc1ccc2c(c1)OCO2)c1c(O)[nH]c(=O)[nH]c1=O	-6	1.3	2	1.1	4	97	-8	8	1.2	101
CC(C)C/C(=N/O)c1cn(C)c2ccccc12	-7	-0.97	-2	1.1	-9	107	26	-26	1.2	113

# Carrying on.
# The line under a structure holds: FLuc inhib CS	ROMK mod	STAT3 blocker	FLuc stim CS	STAT1 inh	STAT1 act	APP 5'UTR act	APP 5UTR inh	NF-kB expr up	STAT3 activator
- COc1ccc(S(=O)(=O)NC(CC(=O)N2CCC3(CC2)OCCO3)C(C)C)cc1 (stereo not given)
→ -7	-0.18	2	1.1	-5	104	3	-3	1.7	104
- CC1=CC2/C=C(\C)CCC(O)C(O)/C=C/C(=O)C23C(=O)NC(CC(C)C)C3C1C (stereo not given)
→ -7	.	.	1.1	-12	109	-45	45*	0.11	.
- O=C1C2CCN(CC2)C1Cc1ccc(OCc2ccccc2)cc1 (stereo not given)
→ 3	-0.98	2	1	1	96	5	-6	1.1	102
- CN(Cc1ccccc1)C(=C(Cl)Cl)/C(=C1/NCCN1Cc1ccc(Cl)nc1)[N+](=O)[O-]
→ -8	0.087	2	1.1	-10	109	11	-12	1.1	103
- CC(C)Oc1cccc(NC(=O)c2cccn(Cc3ccc4c(c3)OC(F)(F)O4)c2=O)c1
→ -1	.	-5	1	6	95	.	.	0.93	109
- CCCC(CCC)C(=O)OC[N+](C)(C)CCOC(=O)C(O)(c1ccccc1)C1CCCC1 (stereo not given)
→ 0	-2.6	1	1	-5	103	-8	8	1	101
- CCCCSC1=NN1c1nc(N)nc(C)c1CC
→ -1	.	-1	1	4	96	20	-20	1.1	102
- O=P(Nc1cccnc1)(Oc1ccccc1)Oc1ccccc1
→ -2	.	-4	1	2	98	12	-12	1.3	106
- CCOC(=O)C1CCN(/C=C2/C(=O)NC(=O)N(Cc3ccco3)C2=O)CC1
→ -3	-1.3	2	1	9	90	5	-5	1.1	102
- CC(=O)OC(C)(C)/C=C/C(=O)[C@](C)(O)[C@H]1[C@H](O)C[C@@]2(C)[C@@H]3CC=C4[C@H](C[C@H](O)C(=O)C4(C)C)[C@]3(C)C(=O)C[C@]12C
→ -11	4.7*	20	1.1	-15	114	-90	90*	0.83	81
- Cc1cc(=O)[nH]c(CCl)n1
→ -8	-0.91	8	1.1	-4	104	14	-14	1.2	101
- O=C(COC(=O)Cc1ccccc1)Nc1cc(S(=O)(=O)N2CCOCC2)ccc1N1CCCC1
→ -6	1.4	2	1.1	-10	109	8	-8	1.1	96
- c1ccc2c(CNC3CCCCCC3)c[nH]c2c1
→ -3	-0.94	-67	1	7	94	-20	20	1	152*
- C=CCn1c(O)c(C(CC)=NC(C)c2ccccc2)c(=O)[nH]c1=O (stereo not given)
→ -3	.	22	1	13	89	-2	2	0.8	85
- Nc1c2c(nc3sc4c(c13)CCCC4)CCCC2
→ 22	-1.6	9	0.8	-30	128	55	-55	2.1	94
- CCCC12CN3CN(C1)CC(CCC)(C3)C2O (stereo not given)
→ -7	.	1	1.1	-1	101	6	-6	1.2	102
- CC(=O)OC1N=C(c2ccccc2)c2ccccc2NC1=O (stereo not given)
→ -4	0.25	8	1	7	93	-2	2	1.4	97
- CCCCn1c(O)c(C(CC)=NCCCN(C)C)c(=O)[nH]c1=O
→ -6	-0.12	12	1.1	-1	101	15	-15	0.97	91
- CCCC(=O)NC(Oc1ccc(C(C)=O)cc1)C(Cl)(Cl)Cl (stereo not given)
→ -4	0.3	8	1	-5	103	5	-5	1.1	97
- Cn1c(O)c(C=NC2C(=O)C3(C)CCC2C3(C)C)c(=O)n(C)c1=O (stereo not given)
→ 1	-0.75	3	1	3	97	-19	19	1.3	104
- COc1ccc(OC)c(N2Cc3ccccc3C2=N)c1
→ -1	-0.84	7	1	9	92	1	-1	1.3	102
- Cc1ccc(NC(=O)CN2C(=O)CN=C(c3ccccc3)c3cc(Cl)ccc32)cc1
→ 4	.	3	1	-5	104	-2	2	0.93	105
- COc1cccc(-n2c(O)c(C=NCc3ccc4c(c3)OCO4)c(=O)[nH]c2=O)c1
→ 0	.	1	1	3	98	7	-7	1.2	102
- Fc1ccc(C2=CCN(C(c3ccc(Cl)cc3)c3nnnn3Cc3ccccc3)CC2)cc1 (stereo not given)
→ -6	-0.082	-15	1.1	-1	101	9	-9	1.4	112
- CCn1ccnc1CN1CCCC(C(=O)c2cc(F)ccc2OC)C1 (stereo not given)
→ -4	0.036	12	1	13	87	-10	10	0.95	94
- CC12CCC3C(CC=C4CC(O)CCC43C)C1C/C(=C\c1cccc(F)c1)C2=O (stereo not given)
→ -8	.	-9	1.1	13	88	-3	3	0.97	103
- CC(=NCc1cccnc1)c1c(O)n(Cc2ccccc2)c(=O)[nH]c1=O
→ -1	-2.6	2	1	1	99	15	-15	0.92	102
- Cc1cc(S(=O)(=O)NC(C)C)ccc1OCC(=O)N1CCN(Cc2ccc3c(c2)OCO3)CC1
→ 0	0.049	37	1	12	89	17	-17	0.82	73
- CN(C)C(Cc1ccc(C#N)cc1)C(=O)c1ccccc1 (stereo not given)
→ 0	.	-10	1	-7	107	-12	12	1	104
- CN(C)C(=O)Oc1ccc(OC(=O)c2ccccc2)cc1
→ 37	.	6	0.6	-15	110	21	-21	1.4	97
- COc1ccccc1CCNC1CCC(C(C)(C)C)CC1 (stereo not given)
→ -2	-5.8*	7	1	11	90	16	-16	1.3	101
- c1ccc(C2N3CCCN23)cc1 (stereo not given)
→ -8	.	8	1.1	0	100	4	-4	1.1	96
- CC12CN3CC(C)(CN(C1)C31CCOCC1)C2=O
→ -2	0.58	-4	1	-7	104	-1	1	1.2	106
- COc1ccc(CNC(C)Cc2cccs2)cc1 (stereo not given)
→ -4	-0.41	0	1	-5	104	3	-3	1	102
- CCC(CC)NCc1c[nH]c2ccccc12
→ -1	-0.79	-51	1	12	87	14	-14	1.4	146*
- Nc1ccccc1C(=O)OCC(=O)Nc1ccc(Br)cc1F
→ -4	0.038	24	1	1	99	2	-2	1.2	84
- Fc1ccccc1N1CCN(Cc2ccc3c(c2)OCO3)CC1
→ -7	.	2	1.1	-1	102	5	-5	0.96	104
- CC(=O)[C@H]1CC[C@H]2[C@@H]3CC[C@H]4C[C@H](O)CC[C@]4(C)[C@H]3C(=O)C[C@]12C
→ -2	.	1	1	0	100	-4	4	1.2	101

# Seven records picked at random from those above:
# The line under a structure holds: FLuc inhib CS	ROMK mod	STAT3 blocker	FLuc stim CS	STAT1 inh	STAT1 act	APP 5'UTR act	APP 5UTR inh	NF-kB expr up	STAT3 activator
- CC12CN3CC(C)(CN(C1)C31CCOCC1)C2=O
→ -2	0.58	-4	1	-7	104	-1	1	1.2	106
- O=C1C2CCN(CC2)C1Cc1ccc(OCc2ccccc2)cc1 (stereo not given)
→ 3	-0.98	2	1	1	96	5	-6	1.1	102
- CC(C)Oc1cccc(NC(=O)c2cccn(Cc3ccc4c(c3)OC(F)(F)O4)c2=O)c1
→ -1	.	-5	1	6	95	.	.	0.93	109
- CC12CCC3C(CC=C4CC(O)CCC43C)C1C/C(=C\c1cccc(F)c1)C2=O (stereo not given)
→ -8	.	-9	1.1	13	88	-3	3	0.97	103
- CCCCSC1=NN1c1nc(N)nc(C)c1CC
→ -1	.	-1	1	4	96	20	-20	1.1	102
- CC(C)C/C(=N/O)c1cn(C)c2ccccc12
→ -7	-0.97	-2	1.1	-9	107	26	-26	1.2	113
- CC(=O)[C@H]1CC[C@H]2[C@@H]3CC[C@H]4C[C@H](O)CC[C@]4(C)[C@H]3C(=O)C[C@]12C
→ -2	.	1	1	0	100	-4	4	1.2	101
